# ELG1 genotoxic = induces genotoxicity in HEK293T cells with luciferase-tagged ELG1. HEK293T ELG1-luciferase reporter, luminescence, 16 h. Potency, µM (titrated, usually from 46 µM), for the others: at the highest dose activity change, positive = activation, actives largely listed as activators. 1.3% of 330,000 active; further: % of control where 0% means no effect; nearly all actives have a fitted effect of over 60% in size
#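 Quantitative HTS format in 1536-well plates. HEK293T ELG1-luciferase reporter cells receive test compound and are incubated 16 hr at 37 °C, 5% CO2; ONE-Glo added, 30 min room temperature, then luminescence read.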
# RORg inh = blocks mouse ROR gamma transcriptional activity | 5.4% of 310,000 active | Drosophila S2 Gal4-RORgamma UAS-luciferase reporter, 20 h | Potency, µM (titrated, usually from 53.6 µM), for inactives: at the top dose activity change, negative = inhibition, most hits filed as inhibitors; further: on the % scale 0 is the no-effect control and ±100 the full control effect; nearly all actives have a fitted effect of over 60% in size
# Target sequence (P51450 whole entry, looked up, the tested form may be a part): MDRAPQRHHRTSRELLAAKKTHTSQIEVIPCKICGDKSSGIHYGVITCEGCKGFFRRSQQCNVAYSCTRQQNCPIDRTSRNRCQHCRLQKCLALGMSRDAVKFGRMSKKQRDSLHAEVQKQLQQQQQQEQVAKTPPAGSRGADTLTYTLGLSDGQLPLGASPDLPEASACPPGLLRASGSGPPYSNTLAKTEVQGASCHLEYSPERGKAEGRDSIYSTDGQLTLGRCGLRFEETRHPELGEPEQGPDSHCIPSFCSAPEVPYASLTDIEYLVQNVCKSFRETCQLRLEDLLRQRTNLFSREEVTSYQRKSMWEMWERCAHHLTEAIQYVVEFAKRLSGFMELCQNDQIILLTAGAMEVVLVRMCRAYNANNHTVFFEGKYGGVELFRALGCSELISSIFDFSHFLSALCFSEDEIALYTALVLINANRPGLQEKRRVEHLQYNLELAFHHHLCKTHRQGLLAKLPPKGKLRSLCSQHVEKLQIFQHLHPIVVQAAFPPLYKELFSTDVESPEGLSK
#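 Stably transfected Drosophila Schneider cells are the test system, with ROR gamma fused to Gal4 and luciferase under UAS control; luminescence is read after 20 hr of 700 uM copper sulfate induction at ambient temperature.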
# uPA generation = blocks generation of uPA at the cell surface. cell surface uPA generation assay, qHTS. Potency, µM (titrated, usually from 38.3 µM), without a hit: at the top dose activity change, negative = inhibition, most hits filed as inhibitors. 0.31% of 330,000 active; active means well fitted inhibition curve with a large enough effect; inconclusive means small, poorly fitted or top-dose-only effect; inactive means no such curve, though single readings can be large or run the other way; tested in mouse RAW 264.7 cells; further: on the % scale 0 is the no-effect control and ±100 the full control effect; nearly all actives have a fitted effect of over 55% in size
# FLuc counter = firefly luciferase modulation, counter-screen for miR-21 project | P08659 | purified FLuc, Km substrates, luminescence inhibition | Potency, µM (highest dose often 57.5 µM), for inactives: at the highest dose activity change, negative = inhibition, usual class: inhibitors | 6.9% of 360,000 active | AID 588342;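 further: plate controls were vehicle for no effect and reference inhibitor for full effect; nearly all actives have a fitted effect of over 55% in size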
#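 Biochemical qHTS of compounds, final roughly 60 µM downward over six points, against 10 nM purified firefly luciferase using Km concentrations of substrates (10 uM D-luciferin, 10 uM ATP) in Tris acetate pH 7.5 buffer; luminescence output.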
# Rab9 promoter act = activates the Rab9 promoter. AID 485297. 2.8% of 320,000 active. Huh7 Rab9 promoter-luciferase reporter, luminescence, 24 h. Potency, µM (highest dose often 9.22 µM), inactives show at the highest dose activation, negative = inhibition, actives largely listed as activators; further: % of control where 0% means no effect; nearly all actives have a fitted effect of over 60% in size
#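 Quantitative HTS format; Huh7 Rab9-luciferase reporter cells (1500/well) receive compound 2 h post-plating, incubate 24 h at 37 °C, then get luciferase reagent for 10 min before luminescence reading.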
# Gal4-VP16 FLuc = inhibits Gal4-VP16 luciferase reporter, ROR gamma counter-screen; Drosophila S2 Gal4-VP16 UAS-luciferase, luminescence, 20 h; Potency, µM (titrated, usually from 53.6 µM), for the others: at the highest dose activity, negative = inhibition, actives largely listed as inhibitors; 3.5% of 310,000 active; AID 2546;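 further: Gal4-VP16 expression switched on by copper sulfate through the metallothionein promoter; on the % scale 0 is the no-effect control and ±100 the full control effect; nearly all actives have a fitted effect of over 50% in size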
# BRCA1 expr act = activators of BRCA1 expression; Potency, µM (titrated, usually from 46.1 µM), for inactives: at the top dose activation, most hits filed as activators; MCF7-BRCA1-FFLuc reporter, luminescence, 48 h; response scale: scaled: vehicle 0%, 10 µM genistein 100%; 1.1% of 380,000 active; further: nearly all actives have a fitted effect of over 80% in size; some results filed as inactive show a strong effect at the top dose
#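 First, MCF7-BRCA1-FFLuc cells (2000/well) attach for 2 h; next, compounds are pin-added and incubated 48 h at 37 °C; finally, luciferase reagent is added and luminescence read after 15 min.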
# NPC1 prom act = NPC1 promoter activation; 2.4% of 320,000 active; Huh7 NPC1 promoter luciferase reporter, 24 h; Potency, µM (titrated, usually from 9.22 µM), for inactives: at the top dose activation, hits mostly activators;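 further: % of control where 0% means no effect; nearly all actives have a fitted effect of over 60% in size; reporter is driven by a mutant NPC1 promoter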
#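 Huh7 cells stably carrying NPC1 promoter–luciferase, plated in Opti-MEM with 10% FBS for 2 h, were exposed to compound in DMSO for 24 h at 37 °C; luciferase reagent was added for 10 min and luminescence read.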
# p53 reactivator = re-activators of mutant p53; AID 504706; H1299 p53-A138V BP100-luciferase reporter, luminescence, 24 h; 0.063% of 320,000 active; Potency, µM (titrated, usually from 92.2 µM), for the others: top-dose activity change, positive = activation, hits mostly activators; further: % of control where 0% means no effect; nearly all actives have a fitted effect of over 45% in size
#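 H1299 (p53-null), stable ts p53-A138V + BP100-Luc; 1000 cells/well, Opti-MEM/10% FBS; cpd 4 pt, 1:5; 24 h, 37 deg C, 5% CO2; detection reagent 10 min RT; luminescence.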
# MBNL1-CUG inh = inhibitors of human MBNL1 binding to CUG repeat RNA; 0.036% of 280,000 active; Q9NR56; TR-FRET MBNL1-His/biotin-(CUG)12 binding, 665/545 ratio; Potency, µM (top dose mostly 57.5 µM), for the others: at the highest dose activity change, negative = inhibition, most hits filed as inhibitors; active means well fitted inhibition curve with a large enough effect in the signal ratio, with a control signal flat, not every such curve was filed as active; inconclusive means small, poorly fitted or top-dose-only effect, or effect the other way, or a change in a side signal; inactive means no such curve, though single readings can be large or run the other way; the % refers to the signal ratio; further: on the % scale 0 is the no-effect control and ±100 the full control effect
# Target sequence (Q9NR56 whole entry, looked up): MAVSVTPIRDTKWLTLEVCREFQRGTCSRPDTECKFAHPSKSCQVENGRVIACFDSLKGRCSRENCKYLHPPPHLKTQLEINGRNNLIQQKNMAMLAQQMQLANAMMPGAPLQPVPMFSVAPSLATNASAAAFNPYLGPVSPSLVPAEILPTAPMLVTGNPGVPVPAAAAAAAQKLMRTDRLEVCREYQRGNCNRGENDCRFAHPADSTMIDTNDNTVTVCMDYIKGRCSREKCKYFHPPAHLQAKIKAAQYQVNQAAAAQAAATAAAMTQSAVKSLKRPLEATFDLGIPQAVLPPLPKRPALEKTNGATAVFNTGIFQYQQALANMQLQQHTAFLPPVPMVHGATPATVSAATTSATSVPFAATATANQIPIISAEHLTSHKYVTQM
#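 TR-FRET between His-tagged MBNL1 and biotin-(CUG)12 RNA, detected with Tb anti-His antibody (0.055 ng/ul) and streptavidin-XL665 (5 nM), 60 min at room temperature. Compounds titrated 92 nM to 58 uM; 665/545 nm ratio normalized to buffer and complex controls.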
# The depositor's hits bear a star; ? = inconclusive; . = no result given; [ ] = another dose, or the depositor's remark. Unless noted, the call rests on the fitted dose curve; in most records, active means well fitted curve in the direction sought with a large enough effect; inconclusive means small, poorly fitted or top-dose-only effect, or another doubt; inactive means no such curve, though single readings can be large; an effect the other way counts as inactive or inconclusive. Potency means the concentration at half of the fitted maximal effect.
entry	compound	ELG1 genotoxic	RORg inh	uPA generation	FLuc counter	Rab9 promoter act
1	CC(=O)N1CCN(CC(=O)Nc2ccc([N+](=O)[O-])cc2Br)CC1	-5%	?	-2%	0%	-7%
2	CCCC[C@H]1COCCS(=O)(=O)N1Cc1ccc(Br)cc1	1%	4%	-13%	4%	-1%
3	Nc1ccc(SC(F)(F)F)cc1	?	8%	7%	-2%	-3%
4	CCOC(=O)NNc1ccccc1	11%	-2%	12%	-1%	-3%
5	COCCN1CCN(C(=O)C2CCC(=O)N(Cc3cccc(C(F)(F)F)c3)C2)CC1 (stereo not given)	6%	-1%	20%	-2%	1%
6	COC(=O)Cc1cc(OC)c(OC)cc1Cc1cc(OC)c(OC)cc1CC(=O)OC	2%	-21%	1%	3%	-6%
7	CCCN1CN(Cc2ccco2)c2nc3ccccc3n2C1	5%	-16%	-7%	-11%	20%
8	CCOc1ccccc1N1C(=O)CC(Sc2ncccc2C(=O)O)C1=O (stereo not given)	-1%	39%	5%	1%	-3%
9	CCOC(=O)CC(NC(=O)c1ccc(C)cc1)c1ccc(OC)cc1 (stereo not given)	-3%	15%	-7%	3%	0%
10	O=C(C1=C[C@@H](c2ccc(C(F)(F)F)cc2)C[C@@H](OCCCCO)O1)N1CCOCC1	4%	0%	12%	-1%	14%

entry	Gal4-VP16 FLuc	BRCA1 expr act	NPC1 prom act	p53 reactivator	MBNL1-CUG inh
1	4%	-3%	-1%	17%	?
2	3%	-10%	0%	.	-6%
3	-13%	19%	-1%	7%	-5%
4	-4%	-2%	3%	-1%	.
5	0%	-7%	-1%	10%	-1%
6	-3%[0.365 µM]	2%	-3%	1%	-2%
7	-10%	46%	22%	24%	6%
8	6%	2%	1%	10%	-6%
9	-6%	-2%	0%	-1%	.
10	3%	6%	6%	-3%	11%

# Other results:
entry	compound	ELG1 genotoxic	RORg inh	uPA generation	FLuc counter	Rab9 promoter act
11	NC(=O)c1ccccc1N/C=C/C(=O)c1ccc(F)cc1	?	0.56µM*	-5%	0.76µM*	1µM*
12	COc1ccc(N2C(=O)CC(N3CCC(c4nc5ccccc5[nH]4)CC3)C2=O)cc1 (stereo not given)	0%	-7%	-1%	7%	-1%
13	Cc1c2ccccc2nc2c(F)c(N(C)C)c(F)c(F)c12	?	-4%	-3%	9.5µM*	?
14	O=C(N/N=C/c1cccc2ccccc12)c1cccs1	?	-29%	-22%	2.1µM*	3.5µM*
15	COc1ccc(CC(=O)OCc2nnc(-c3ccccc3)o2)cc1	3%	12%	6%	-13%	-4%
16	COc1ccc(C(=O)NC(C)c2nnc(SCC(=O)NC3CCCC3)n2C)cc1 (stereo not given)	1%	-19%	-1%	-1%	-1%
17	O=C(Nc1nnc(-c2ccc(Br)cc2)o1)C1=COCCO1	7%	.	0%	?	-1%
18	Cc1ccc(-n2ncc3c(SCC(N)=O)ncnc32)cc1C	?	-30%	3%	5.4µM*	3.2µM*
19	Cc1ccc(N(CC(=O)N2CCCCCC2)S(=O)(=O)c2ccccc2)cc1	3%	4%	-7%	1%	-2%
20	CCC(Sc1nc(-c2ccccc2)cc(=O)[nH]1)C(=O)O (stereo not given)	4%	-10%	0%	-1%	0%

entry	Gal4-VP16 FLuc	BRCA1 expr act	NPC1 prom act	p53 reactivator	MBNL1-CUG inh
11	?	?	0.71µM*	?	?
12	-7%	3%	-4%	-2%	1%
13	29%	13µM*	21%	?	3%
14	0%	4µM*	5.6µM*	?	-4%
15	0%	14%	-3%	-2%	-4%
16	-2%	-7%	-2%	-3%	1%
17	.	54%	14%	7%	.
18	?	-23%	4µM*	11%	61%[activator]
19	-21%	1%	-4%	-1%	3%
20	-7%	24%	-3%	8%	-12%

# The listing continues.
entry	compound	ELG1 genotoxic	RORg inh	uPA generation	FLuc counter	Rab9 promoter act
21	COC(=O)c1cccc(NC(=O)c2nn(C)c(=O)c3ccccc23)c1	0%	-1%	-3%	-9%	7%
22	CCCOc1ccc(/C=N/Nc2ccccn2)cc1OC	?	9%	-1%	3.4µM*	2µM*
23	O=C(c1ccc(-c2cc(O)c3ncccc3c2)cc1)N1CCNCC1	11%	.	?	?	19%
24	Cc1nn(-c2ccccc2)c(C)c1/C=N/n1c(-c2ccc(Cl)cc2)n[nH]c1=S	10%	13µM*	3%	4%	-2%
25	C=CCNC(=S)NNC(=O)COc1ccc(Br)cc1	0%	5µM*	11%	-17%	-4%
26	COc1ccc(C(=O)OCc2cc(=O)n3c(C)csc3n2)cc1F	?	.	6%	?	2.2µM*
27	C#CCNC(=O)C1CCN(c2cc(C)nc(-c3ccccc3)n2)CC1	-5%	3%	1%	1%	2%
28	O=C(O)CN1C(=O)S/C(=C\c2cccnc2)C1=O	1%	8%	-4%	-4%	-10%
29	O=c1[nH][nH]c(C(F)(F)F)c1C=NCc1cccc(Cl)c1	1%	18%	-5%	1%	-2%
30	CC(C)(C)NC(=O)NC(=O)COC(=O)CNC(=O)c1cc(Cl)cc([N+](=O)[O-])c1	0%	-18%	-17%	4%	-4%

entry	Gal4-VP16 FLuc	BRCA1 expr act	NPC1 prom act	p53 reactivator	MBNL1-CUG inh
21	-6%	-2%	-18%	-3%	16%
22	2%	68%	?	10%	.
23	.	16%	14%	?	.
24	8.9µM*	-31%	0%	0%	-3%
25	3.5µM*	14%	3%	0%	-1%
26	.	-1%	4µM*	?	.
27	3%	5%	-4%	-2%	-7%
28	6%	4%	-2%	4%	?
29	0%	-8%	-2%	-4%	0%
30	-10%	6%	1%	4%	?

# No new results follow: four of the compounds above.
entry	compound	ELG1 genotoxic	RORg inh	uPA generation	FLuc counter	Rab9 promoter act
27	C#CCNC(=O)C1CCN(c2cc(C)nc(-c3ccccc3)n2)CC1	-5%	3%	1%	1%	2%
28	O=C(O)CN1C(=O)S/C(=C\c2cccnc2)C1=O	1%	8%	-4%	-4%	-10%
29	O=c1[nH][nH]c(C(F)(F)F)c1C=NCc1cccc(Cl)c1	1%	18%	-5%	1%	-2%
30	CC(C)(C)NC(=O)NC(=O)COC(=O)CNC(=O)c1cc(Cl)cc([N+](=O)[O-])c1	0%	-18%	-17%	4%	-4%

entry	Gal4-VP16 FLuc	BRCA1 expr act	NPC1 prom act	p53 reactivator	MBNL1-CUG inh
27	3%	5%	-4%	-2%	-7%
28	6%	4%	-2%	4%	?
29	0%	-8%	-2%	-4%	0%
30	-10%	6%	1%	4%	?

# The list goes on.
entry	compound	ELG1 genotoxic	RORg inh	uPA generation	FLuc counter	Rab9 promoter act
31	O=C(COc1c(Br)cc(Br)c2cccnc12)N1CCCCC1	0%	10µM*	-6%	-15%	-3%
32	CCOC(=O)C1=C(CN2CCc3ccccc32)NC(=O)NC1c1cccc([N+](=O)[O-])c1 (stereo not given)	-7%	13%	.	0%	-7%
33	O=C(NCC(c1cccnc1)N1CCN(c2ccccc2F)CC1)OCc1ccccc1 (stereo not given)	-20%	13%	4%	-1%	-4%
34	COc1ccc(CNC(=O)C(=O)NCC2OCCN2C(=O)c2ccc(OC)cc2)cc1 (stereo not given)	0%	4%	19%	1%	-7%
35	CC(O)c1cccc(NC(=O)CCCc2ccccc2)c1 (stereo not given)	4%	-25%	12%	-13%	29%
36	Cc1ccc(N2CC(C(=O)OCc3ccc([N+](=O)[O-])cc3)CC2=O)cc1 (stereo not given)	1%	14%	3%	-2%	-2%
37	COc1cc(/C=N/NC(=O)Cc2cccs2)c([N+](=O)[O-])cc1OC	-1%	10%	8%	-6%	-3%
38	O=C(NN=C(Cc1ccccc1)Cc1ccccc1)C1CC1	0%	21%	3%	4%	1%
39	Cc1cc(S(=O)(=O)NCCN2CCOCC2)ccc1Cl	-1%	0%	0%	0%	-2%
40	CCOc1ccccc1Nc1ncnc2c1cnn2-c1ccccc1	-5%	?	2%	-13%	0%

entry	Gal4-VP16 FLuc	BRCA1 expr act	NPC1 prom act	p53 reactivator	MBNL1-CUG inh
31	?	-8%	-1%	-3%	26%
32	3%	-72%	-2%	-5%	6%
33	7%	-32%	1%	0%	-6%
34	-5%	-8%	0%	3%	-1%
35	-20%	27%	10%	2%	-9%
36	-8%	-14%	-1%	0%	?
37	-4%	1%	7%	-4%	?
38	-16%	-76%	0%	-5%	7%
39	1%	-2%	1%	-2%	1%
40	10%	-24%	-1%	-3%	-1%

# Next records:
entry	compound	ELG1 genotoxic	RORg inh	uPA generation	FLuc counter	Rab9 promoter act
41	COC(=O)N/N=C/c1cc([N+](=O)[O-])cc(Br)c1O	-7%	11µM*	0%	4%	-2%
42	COc1ccccc1C(=O)Nc1cccnc1	3%	4%	4%	-2%	0%
43	CCCN1C(=O)S/C(=C/c2ccc(N3CCOCC3)o2)C1=O	?	-2%	-7%	?	?
44	O=C(NCCOc1ccccc1)C1CCC(=O)N(CCc2ccc(Cl)cc2)C1 (stereo not given)	0%	?	-3%	?	0%

entry	Gal4-VP16 FLuc	BRCA1 expr act	NPC1 prom act	p53 reactivator	MBNL1-CUG inh
41	?	-25%	-3%	?	?
42	-4%	1%	-6%	-2%	-7%
43	-14%	75%	25%	-14%	?
44	1%	-10%	0%	-7%	-4%

# High-throughput results from PubChem BioAssay.

# This is a random part of the collection; overall some 13% were active at least once.
